FXN GAA850 act: frataxin GAA850 promoter activation; activation, % at 6 µM; HEK293 lucGAA850 FXN promoter luciferase reporter, 24 h; percent of 10 µM SAHA response; 360,000 tested, 0.56% active;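 active = activation above the average of all compounds screened plus 3 SD, cutoff fixed separately per campaign, cut at about 7.5% in these data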;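 note: 0% = DMSO wells and 100% = 10 µM SAHA wells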
hcDAF12 agonist: H. contortus DAF-12 activation, primary screen; HEK293 hcDAF-12 lit1-tk-luc reporter, luminescence; 0% DMSO, 100% Δ7-dafachronic acid; activation, % at 6.8 µM; 370,000 tested, 1.4% active;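 active = activation above the mean of all tested compounds plus 3 SD, cut at about 5.5% in these data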;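 note: 100% = response to 3 µM Δ7-dafachronic acid high control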
ssDAF12 agonist: activators of S. stercoralis DAF-12 nuclear receptor. HEK293 ssDAF-12/GRIP1 lit1-tk-luc reporter, luminescence; % of 3 µM dafachronic acid response. activation, % at 6.8 µM. 370,000 tested, 1% active;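 active = activation above the mean over all tested compounds plus 3 SD, cut at about 0.9% in these data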;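 note: 0% = DMSO-only wells and 100% = 3 µM delta7-dafachronic acid wells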
sPLA2-III inh: Blocks human group III sPLA2 activity; QFRET BODIPY PC-A2 liposome hydrolysis, fluorescence; inhibition, % at 12.2 µM; 370,000 tested, 0.56% active; AID 743126;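 active = inhibition above mean plus 3 SD of compounds lying within the high and low control bounds, cut at about 19% in these data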;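 note: 0% = median of test compound wells and 100% = no enzyme DMSO wells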
SMARCA2 activ: SMARCA2 function activation, primary screen | MG213 cells, MMTV-luciferase reporter, dexamethasone, overnight | activation, % at 9.1 µM | 370,000 tested, 1% active | AID 652017; in the data active = activation above about 7.8%;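 note: 0% = vehicle wells and 100% = reference activator wells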
DAX1 inh-1: NR0B1 (DAX1) inhibition; HEK293 Gal4-DAX1 luciferase reporter, luminescence; P51843; AID 504766; 340,000 tested, 0.99% active; inhibition, % at 6.75 µM;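 active = inhibition above the mean over all tested compounds plus 3 SD, cut at about 4.2% in these data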;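 note: 0% = DAX1-transfected cells with DMSO and 100% = empty-vector control cells with DMSO; inhibition shows as a rise in luminescence from relieved DAX1 repression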
Target sequence (P51843 207-470 limits assumed): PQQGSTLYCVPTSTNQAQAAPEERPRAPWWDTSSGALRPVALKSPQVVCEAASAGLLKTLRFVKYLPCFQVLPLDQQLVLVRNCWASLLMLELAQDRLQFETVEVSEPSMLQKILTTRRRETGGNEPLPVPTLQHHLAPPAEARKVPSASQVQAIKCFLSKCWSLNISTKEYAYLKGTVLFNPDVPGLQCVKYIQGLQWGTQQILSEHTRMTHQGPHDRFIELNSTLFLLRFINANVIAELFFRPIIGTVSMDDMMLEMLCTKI
NR1D1 modulator: modulators of human Rev-erb alpha DNA binding. P20393. 370,000 tested, 0.79% active. activity, % at 10 µM. Rev-erbα–FITC-DNA binding, fluorescence polarization, 90 min;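 active = activity above about 14%, limit read from the data; passing the limit was not always enough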;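 note: 0% = DMSO wells with 35 nM protein and 100% = DMSO wells with 750 nM protein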
Target sequence (P20393 whole entry, looked up): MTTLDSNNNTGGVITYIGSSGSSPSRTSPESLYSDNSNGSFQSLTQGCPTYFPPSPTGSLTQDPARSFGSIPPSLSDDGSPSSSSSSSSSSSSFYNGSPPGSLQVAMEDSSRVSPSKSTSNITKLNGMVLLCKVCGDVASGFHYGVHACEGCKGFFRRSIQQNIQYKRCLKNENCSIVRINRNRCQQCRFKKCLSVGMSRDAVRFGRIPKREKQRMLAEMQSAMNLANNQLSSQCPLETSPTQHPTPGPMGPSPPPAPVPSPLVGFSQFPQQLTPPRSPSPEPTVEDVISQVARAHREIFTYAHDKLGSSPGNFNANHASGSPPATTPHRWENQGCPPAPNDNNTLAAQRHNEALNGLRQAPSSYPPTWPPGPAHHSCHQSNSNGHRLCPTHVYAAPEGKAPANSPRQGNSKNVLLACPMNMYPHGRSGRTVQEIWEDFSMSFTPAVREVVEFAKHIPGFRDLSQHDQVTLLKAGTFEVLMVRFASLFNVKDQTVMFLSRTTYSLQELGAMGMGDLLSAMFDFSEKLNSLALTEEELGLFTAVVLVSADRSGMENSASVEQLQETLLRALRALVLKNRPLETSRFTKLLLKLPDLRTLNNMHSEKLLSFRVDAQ
PLC-beta3 inh: PLC-beta3 (human) inhibition, primary screen; Q01970; Purified PLC-beta3, fluorogenic substrate, fluorescence; inhibition, % at 12.2 µM; 370,000 tested, 0.18% active; AID 720704; in the data active = inhibition above about 11%;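 note: 0% = median of compound wells on plate and 100% = full blocker control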
PG9 binder: PG9 antibody binding by small molecule. TR-FRET gp120-PG9 antibody binding. inhibition, % at 6.7 µM. 360,000 tested, 0.43% active. AID 624416; in the data active = inhibition above about 8.5%
DAX1 inh-2: inhibitors of DAX1 repression of SF-1 activated StAR promoter. HEK293T StAR-luciferase reporter, SF-1/DAX-1 repression relief. AID 652010. inhibition, % at 6.8 µM. 370,000 tested, 1.1% active;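 active = inhibition above the mean over all tested compounds plus 3 SD, cut at about 3.6% in these data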;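 note: 0% = DAX-1 cells with DMSO and 100% = cells lacking DAX-1 with DMSO; higher inhibition means more luminescence from relief of DAX-1 repression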
hgDAF12 agonist: activates the H. glycines DAF-12 receptor ligand-binding domain; HEK293 GAL4-hgDAF12 UAS-luciferase reporter, agonist luminescence; normalized to butyrate control; activation, % at 6.8 µM; 370,000 tested, 1.8% active; AID 687014;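 active = activation above a cutoff set at the mean of all screened compounds plus 3 SD, cut at about 10% in these data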;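 note: 0% = DMSO wells and 100% = sodium butyrate wells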
* marks the source's active call; other numbers are inactive results. Outcome played no part in choosing rows, and some 7% of all compounds hit somewhere here.

COC(=O)/C=C/c1ccc(-n2ccnc2)cc1 was read as FXN GAA850 act 2.5, hcDAF12 agonist 1.4, ssDAF12 agonist -1.8, sPLA2-III inh -3, SMARCA2 activ 3, DAX1 inh-1 -1.2, NR1D1 modulator 3, PLC-beta3 inh 3, PG9 binder -1.8, DAX1 inh-2 0.3 and hgDAF12 agonist 0.5.
For Cc1cc(C)nc(NN2C(=O)/C(=C/c3ccccc3)SC2=S)n1 the results were FXN GAA850 act -1.0, hcDAF12 agonist -1.6, ssDAF12 agonist -1.6, sPLA2-III inh -1, SMARCA2 activ 4, DAX1 inh-1 1.9, NR1D1 modulator -3, PLC-beta3 inh -2, PG9 binder -4.1, DAX1 inh-2 1.4 and hgDAF12 agonist 1.2.
Cn1c(-c2nnn(-c3ccc(F)cc3)n2)cc2ccccc21 was read as hcDAF12 agonist 12*, ssDAF12 agonist 0.6, sPLA2-III inh 7, SMARCA2 activ 8.8*, NR1D1 modulator 0, PLC-beta3 inh -34, PG9 binder -2.2, DAX1 inh-2 2.1 and hgDAF12 agonist 9.0.
`CCCCc1nc2ccccc2[nH]1` gave FXN GAA850 act 2.4, hcDAF12 agonist 0.0, ssDAF12 agonist -1.5, sPLA2-III inh -2, SMARCA2 activ 0, DAX1 inh-1 -0.4, NR1D1 modulator -3, PLC-beta3 inh -5, PG9 binder -1.2, DAX1 inh-2 0.8 and hgDAF12 agonist 1.6.
Cc1ccc(NC(=O)C2CCN(S(=O)(=O)c3cc([N+](=O)[O-])ccc3Cl)CC2)nc1 was read as FXN GAA850 act -4.2, hcDAF12 agonist -2.6, ssDAF12 agonist -2.1, sPLA2-III inh -2, SMARCA2 activ -4, DAX1 inh-1 -0.3, NR1D1 modulator 1, PLC-beta3 inh -6, PG9 binder -1.2, DAX1 inh-2 -4.8 and hgDAF12 agonist 2.5.
`CCCCNC(=O)c1cc2c(=O)n3cccc(C)c3nc2s1` gave FXN GAA850 act 3.6, hcDAF12 agonist -3.2, ssDAF12 agonist -1.1, sPLA2-III inh -6, SMARCA2 activ 0, DAX1 inh-1 -0.2, NR1D1 modulator 4, PLC-beta3 inh -226, PG9 binder -1.5, DAX1 inh-2 -0.2 and hgDAF12 agonist -1.7.
`O=C1CCCN2N=C(SCC(=O)Nc3ccc(Br)cc3)SC2=N1` gave FXN GAA850 act -0.8, hcDAF12 agonist -1.7, ssDAF12 agonist -1.7, sPLA2-III inh 5, SMARCA2 activ 0, DAX1 inh-1 0.8, NR1D1 modulator -1, PLC-beta3 inh -6, PG9 binder 4.0, DAX1 inh-2 -4.0 and hgDAF12 agonist 3.8.
COc1ccc(Cl)cc1N(C(C)=O)c1nc(C)cc(C)c1C#N was read as FXN GAA850 act 0.5, hcDAF12 agonist 5.9*, ssDAF12 agonist -0.7, sPLA2-III inh -4, SMARCA2 activ 0, DAX1 inh-1 5.1*, NR1D1 modulator 4, PLC-beta3 inh 4, PG9 binder -1.3, DAX1 inh-2 0.1 and hgDAF12 agonist -0.4.
`CN(Cc1c(C(=O)N/N=C/c2ccccc2)nnn1-c1nonc1N)c1ccccc1` gave FXN GAA850 act -0.6, hcDAF12 agonist -1.8, ssDAF12 agonist -0.9, sPLA2-III inh -2, SMARCA2 activ 1, DAX1 inh-1 0.6, NR1D1 modulator 2, PLC-beta3 inh -9, PG9 binder 0.5, DAX1 inh-2 -0.4 and hgDAF12 agonist -0.6.
`O=c1[nH]nnc2c1sc1nc(N3CCOCC3)c3c(c12)CCCC3` gave FXN GAA850 act -0.8, hcDAF12 agonist -1.7, ssDAF12 agonist -1.8, sPLA2-III inh 2, SMARCA2 activ -2, DAX1 inh-1 -1.4, NR1D1 modulator 1, PLC-beta3 inh -12, PG9 binder -1.0, DAX1 inh-2 0.1 and hgDAF12 agonist -2.8.
`COC(=O)[C@]1(Cc2ccccc2)N[C@H](CN(C)C(=O)Nc2ccc(F)cc2)[C@@H]2C(=O)N(C)C(=O)[C@@H]21` gave FXN GAA850 act -0.4, hcDAF12 agonist 0.1, ssDAF12 agonist -1.1, sPLA2-III inh 4, SMARCA2 activ 1, DAX1 inh-1 0.1, NR1D1 modulator 1, PLC-beta3 inh 1, PG9 binder 2.0, DAX1 inh-2 -1.2 and hgDAF12 agonist 1.9.
Screening Cc1cc(C(F)F)n2nc(C(=O)Nc3ccc(S(=O)(=O)N4CCCCCC4)cc3)nc2n1 returned FXN GAA850 act 0.5, hcDAF12 agonist -1.9, ssDAF12 agonist -1.3, sPLA2-III inh 9, SMARCA2 activ -2, DAX1 inh-1 -0.9, NR1D1 modulator 2, PLC-beta3 inh 6, PG9 binder 2.3, DAX1 inh-2 -1.2 and hgDAF12 agonist 0.1.
For CCOc1ccc(NC(=O)C/C(C)=N/NC(=O)COc2ccc(Br)cc2C)cc1 the results were FXN GAA850 act -1.1, hcDAF12 agonist -1.3, ssDAF12 agonist -0.6, sPLA2-III inh -10, SMARCA2 activ -2, DAX1 inh-1 2.5, NR1D1 modulator 8, PLC-beta3 inh -6, PG9 binder 0.0, DAX1 inh-2 -0.1 and hgDAF12 agonist 1.7.
`CSc1ncccc1C(=O)OCC(=O)N1CC2(C)CC1CC(C)(C)C2` (stereo not drawn) gave FXN GAA850 act -0.7, hcDAF12 agonist -0.2, ssDAF12 agonist -1.3, sPLA2-III inh -3, SMARCA2 activ -2, DAX1 inh-1 -1.0, NR1D1 modulator -3, PLC-beta3 inh 2, PG9 binder -2.9, DAX1 inh-2 -0.7 and hgDAF12 agonist -0.4.
For CCS(=O)(=O)c1ccc(O)c(NC(=O)Nc2cccc3ccccc23)c1 the results were FXN GAA850 act 0.6, hcDAF12 agonist 0.5, ssDAF12 agonist -1.6, sPLA2-III inh 6, SMARCA2 activ -4, DAX1 inh-1 3.2, NR1D1 modulator 2, PLC-beta3 inh -10, PG9 binder -0.4, DAX1 inh-2 -0.5 and hgDAF12 agonist -1.2.
For COc1ccc(-c2nc(-c3ccc(C(=O)O)cc3)no2)cc1 the results were FXN GAA850 act 3.9, hcDAF12 agonist 6.9*, ssDAF12 agonist 0.5, sPLA2-III inh 3, SMARCA2 activ 8.4*, DAX1 inh-1 0.5, NR1D1 modulator -3, PLC-beta3 inh 2, PG9 binder 0.8, DAX1 inh-2 3.9* and hgDAF12 agonist 12*.
Screening Cn1cnnc1SCC(=O)Nc1ccccc1F returned FXN GAA850 act 0.6, hcDAF12 agonist 0.0, ssDAF12 agonist -1.6, sPLA2-III inh 3, SMARCA2 activ -2, DAX1 inh-1 0.2, NR1D1 modulator -8, PLC-beta3 inh -5, PG9 binder 0.6, DAX1 inh-2 -0.3 and hgDAF12 agonist 1.5.
For CN(CCO)c1nc(N)c(C#N)c(CC#N)c1C#N the results were FXN GAA850 act -0.6, hcDAF12 agonist -1.5, ssDAF12 agonist -1.5, sPLA2-III inh -3, SMARCA2 activ 3, DAX1 inh-1 -1.7, NR1D1 modulator -5, PLC-beta3 inh -399, PG9 binder -1.2, DAX1 inh-2 0.4 and hgDAF12 agonist -1.0.
`O=C(/C=C/c1ccc([N+](=O)[O-])cc1)NCc1ccco1` gave FXN GAA850 act 0.0, hcDAF12 agonist -2.3, ssDAF12 agonist -1.3, sPLA2-III inh -4, SMARCA2 activ 2, DAX1 inh-1 1.4, NR1D1 modulator -5, PLC-beta3 inh -1, PG9 binder -5.0, DAX1 inh-2 -0.3 and hgDAF12 agonist -0.6.
Screening Cc1ccccc1NC(C)C(=O)N/N=C/c1ccccc1OCc1cccc(Br)c1 (stereo not drawn) returned FXN GAA850 act -1.7, hcDAF12 agonist -2.3, ssDAF12 agonist -0.4, sPLA2-III inh -5, SMARCA2 activ -7, DAX1 inh-1 -1.2, NR1D1 modulator 1, PLC-beta3 inh -2, PG9 binder -1.4, DAX1 inh-2 -0.8 and hgDAF12 agonist -1.1.
`CCOC(=O)C1(C)CCCN(C(=O)c2c(-c3ccccc3)noc2C)C1` (stereo not drawn) gave FXN GAA850 act -0.2, hcDAF12 agonist -1.1, ssDAF12 agonist -1.1, sPLA2-III inh -3, SMARCA2 activ -4, NR1D1 modulator -5, PLC-beta3 inh 4, PG9 binder -0.6, DAX1 inh-2 -0.4 and hgDAF12 agonist 0.5.
Screening CCOc1ncccc1C(=O)Nc1cc(S(=O)(=O)N(CC)CC)ccc1N1CCOCC1 returned FXN GAA850 act 0.6, hcDAF12 agonist -2.2, ssDAF12 agonist -1.2, sPLA2-III inh -4, SMARCA2 activ -1, DAX1 inh-1 -1.1, NR1D1 modulator 0, PLC-beta3 inh -35, PG9 binder -1.9, DAX1 inh-2 -0.3 and hgDAF12 agonist 0.7.
CCS(=O)(=O)n1nc(-c2ccccc2)nc1NCc1ccco1 was read as FXN GAA850 act 4.0, hcDAF12 agonist 0.5, ssDAF12 agonist -0.9, sPLA2-III inh 1, SMARCA2 activ -1, DAX1 inh-1 0.1, NR1D1 modulator 5, PLC-beta3 inh -7, PG9 binder -1.3, DAX1 inh-2 0.1 and hgDAF12 agonist 4.7.
`CCOc1ccc(CCNC(=O)CS(=O)(=O)Cc2nc(-c3ccc(OC)cc3)oc2C)cc1` gave FXN GAA850 act 1.9, hcDAF12 agonist 1.5, ssDAF12 agonist -0.5, sPLA2-III inh -1, SMARCA2 activ -1, DAX1 inh-1 -0.3, NR1D1 modulator 3, PLC-beta3 inh -10, PG9 binder 2.2, DAX1 inh-2 -0.7 and hgDAF12 agonist 0.8.
For CCC(c1nnnn1CCc1ccccc1)N1CCN(c2ccc(OC)cc2)CC1 (stereo not drawn) the results were FXN GAA850 act -0.5, hcDAF12 agonist -1.2, ssDAF12 agonist -1.4, sPLA2-III inh 9, SMARCA2 activ -5, DAX1 inh-1 2.3, NR1D1 modulator 2, PLC-beta3 inh 2, PG9 binder 3.1, DAX1 inh-2 -0.8 and hgDAF12 agonist -1.3.
`COc1ccc(C(C(=O)NC(C)(C)C)N(C(=O)CCC(=O)Nc2cc(C)on2)c2ccccc2F)cc1` (stereo not drawn) gave FXN GAA850 act -1.6, hcDAF12 agonist -2.4, ssDAF12 agonist -1.4, sPLA2-III inh -7, SMARCA2 activ -2, DAX1 inh-1 1.0, NR1D1 modulator 6, PLC-beta3 inh 0, PG9 binder -2.1, DAX1 inh-2 -0.1 and hgDAF12 agonist -2.4.
CCCCCN1CCCCC(NC(=O)c2cccc(C(F)(F)F)c2)C1=O (stereo not drawn) was read as hcDAF12 agonist -1.9, ssDAF12 agonist -0.8, sPLA2-III inh 5, SMARCA2 activ 0, NR1D1 modulator -2, PLC-beta3 inh 0, DAX1 inh-2 0.3 and hgDAF12 agonist 0.7.
Screening Cc1cc2oc(=O)cc(-c3ccccc3)c2c(C)c1-c1ccc(C(F)(F)F)cc1 returned FXN GAA850 act 0.4, hcDAF12 agonist -0.3, ssDAF12 agonist -1.0, sPLA2-III inh 7, SMARCA2 activ -2, DAX1 inh-1 -1.8, NR1D1 modulator -7, PLC-beta3 inh -1, PG9 binder -0.2, DAX1 inh-2 -0.2 and hgDAF12 agonist 1.4.
